# Screening data: PubChem, several laboratories
# PG9 binder = PG9 antibody binding by small molecule. TR-FRET gp120-PG9 antibody binding. inhibition, % at 6.7 µM. 360,000 tested, 0.43% active. AID 624416; in the data active = inhibition above about 8.5%
# PRMT1 inh = blocks human protein arginine methyltransferase 1; recombinant PRMT1, activity-based probe fluorescence polarization; inhibition, % at 2.79 µM; 370,000 tested, 1.3% active; AID 652257;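 active = inhibition above about 21% made by adding two undisclosed values, limit read from the data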
# LEDGF integ inh = blocks HIV-1 LEDGF/p75-dependent DNA integration; TR-FRET IN-LEDGF/p75 DNA integration, Eu/Cy5; inhibition, % at 3.7 µM; 370,000 tested, 0.64% active; AID 743269;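 active = inhibition above the screen-wide mean plus 3 SD, cut at about 13% in these data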;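 note: signal is the Cy5 over europium emission ratio at 671 and 618 nm; 0% = plate median of compound wells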
# UHRF1 binding = human UHRF1 methylated DNA binding inhibitors; 370,000 tested, 0.75% active; UHRF1 binding to methylated oligo, TR-FRET; inhibition, % at 4.4 µM; in the data active = inhibition above about 21%;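 note: UHRF1 SRA domain binding a hemimethylated CpG hairpin DNA probe; 0% = median of test compound wells and 100% = reference inhibitor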
# rCAG RNA binder = binds r(CAG) RNA repeats; r(CAG) RNA repeat, TO-PRO-1 dye displacement fluorescence; inhibition, % at 3 µM; 370,000 tested, 1.3% active;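 active = inhibition above the plate cutoff, the mean of all test compounds on that plate plus 3 SD, cut at about 35% in these data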;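 note: 0% = DMSO alone and 100% = 100 µM mitoxantrone as full dye displacement; higher means more dye released from RNA so lower well fluorescence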
# MBD2 DNA inh = blocks human MBD2 binding to methylated DNA; 370,000 tested, 0.31% active; TR-FRET, MBD2 binding to methylated oligonucleotide; Q9UBB5; inhibition, % at 4.4 µM; AID 686964; in the data active = inhibition above about 13%
# Rev-erbA mod = modulates human Rev-erb alpha binding to DNA. P20393. 370,000 tested, 0.79% active. activity, % at 10 µM. Rev-erbα–FITC-DNA binding, fluorescence polarization, 90 min;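 active = activity above about 14%, limit read from the data; passing the limit was not always enough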;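 note: 0% = DMSO wells with 35 nM protein and 100% = DMSO wells with 750 nM protein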
# Target sequence (P20393 whole entry, looked up): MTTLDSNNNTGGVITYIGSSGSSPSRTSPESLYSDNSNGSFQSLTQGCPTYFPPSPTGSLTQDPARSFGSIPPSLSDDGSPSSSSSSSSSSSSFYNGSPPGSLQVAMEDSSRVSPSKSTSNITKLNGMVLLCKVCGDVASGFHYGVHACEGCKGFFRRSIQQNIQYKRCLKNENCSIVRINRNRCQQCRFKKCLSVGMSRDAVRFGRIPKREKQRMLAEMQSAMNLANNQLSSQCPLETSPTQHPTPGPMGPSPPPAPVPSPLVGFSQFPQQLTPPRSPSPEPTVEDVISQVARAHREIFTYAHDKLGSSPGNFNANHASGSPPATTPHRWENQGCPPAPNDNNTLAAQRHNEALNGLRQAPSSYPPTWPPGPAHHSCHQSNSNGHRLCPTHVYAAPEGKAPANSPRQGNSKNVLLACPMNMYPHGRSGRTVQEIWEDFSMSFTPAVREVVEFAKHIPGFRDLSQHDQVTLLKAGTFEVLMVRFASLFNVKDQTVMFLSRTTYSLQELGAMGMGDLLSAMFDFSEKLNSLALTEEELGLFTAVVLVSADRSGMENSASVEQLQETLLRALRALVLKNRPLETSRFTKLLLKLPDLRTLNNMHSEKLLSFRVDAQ
# TCR CD3 inh = inhibitors of human TCR-CD3 interaction. TAMRA-labeled TCR probe fluorescence, biochemical. inhibition, % at 9.4 µM. 360,000 tested, 0.37% active; in the data active = inhibition above about 19%;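 note: recombinant mutant TCR 2C K166C tagged with TAMRA read by polarization; 0% = receptor in buffer alone and 100% = receptor with positive control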
# HTRA1 inhibitor = inhibitors of human serine peptidase HTRA1 | Q92743 | recombinant HTRA1, FP-rhodamine activity-based probe, fluorescence polarization | inhibition, % at 5.96 µM | 340,000 tested, 0.5% active | AID 504803; in the data active = inhibition above about 36%;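 note: 0% = enzyme with DMSO and 100% = wells lacking enzyme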
# ABHD4 inh = inhibitors of mouse ABHD4 | Q8VD66 | purified mABHD4, FP-Rh probe fluorescence polarization | inhibition, % at 8.92 µM | AID 720543 | 370,000 tested, 0.54% active;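 active = inhibition exceeding the mean over every tested compound plus 3 SD, cut at about 30% in these data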;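 note: 0% = plate median of compound wells and 100% = S159A mutant with DMSO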
# Target sequence (Q8VD66 whole entry, looked up): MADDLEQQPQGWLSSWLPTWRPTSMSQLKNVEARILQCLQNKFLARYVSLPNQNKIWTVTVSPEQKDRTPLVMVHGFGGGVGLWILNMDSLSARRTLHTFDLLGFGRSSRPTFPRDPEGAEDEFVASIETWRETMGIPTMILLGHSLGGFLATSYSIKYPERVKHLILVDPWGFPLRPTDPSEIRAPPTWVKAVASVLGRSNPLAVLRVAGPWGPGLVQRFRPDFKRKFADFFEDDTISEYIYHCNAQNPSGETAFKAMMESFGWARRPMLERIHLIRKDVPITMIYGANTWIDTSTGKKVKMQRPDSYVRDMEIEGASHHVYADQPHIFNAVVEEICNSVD
#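 system = mouse ABHD4 enzyme, wild type | medium = HEPES pH 7.0, NaCl, Pluronic buffer | also added = FP-Rh probe | incubation = Enzyme–compound pre-incubation 45 min, then probe 60 min, both 25 °C | technique = fluorescence polarization, excitation 525 nm, emission 598 nm, BODIPY TMR filters | controls = S159A mutant high control, sample median low control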
# The depositor's hits bear a star; · = not tested or not shown; & = joins results of further samples. These rows are one share of the data; rates above refer to the full screens.
SMILES	PG9 binder	PRMT1 inh	LEDGF integ inh	UHRF1 binding	rCAG RNA binder	MBD2 DNA inh	Rev-erbA mod	TCR CD3 inh	HTRA1 inhibitor	ABHD4 inh
O=C(Cn1cc(CNC(=O)C2CCCCC2)nn1)Nc1cc(C(F)(F)F)ccc1Cl	0.5	-3	0	1	-3	-10	-2	7	-5	5
O=C(Nc1ccc2ncccc2c1)c1ccccc1Cl	-2.0	-2	1	1	-1	-8	1	4	6	-1
COc1ccccc1N1CCN(C(=S)Nc2cccc(C)c2)CC1	-2.8	2	5	-1	-3	2	0	2	-1	-2
NS(=O)(=O)c1ccc(CNC(=O)c2cc(-c3ccccc3)nc3ccccc23)cc1	-1.3	-5	4	-1	16	-2	5	8	-11	-15
N#Cc1c(-c2ccccc2)nc(N2CCN(Cc3ccccc3)CC2)[nH]c1=O	-0.8	-1	-9	1	28	4	5	-4	0	1
Cn1c(Oc2ccc(F)cc2F)c(C=O)c2ccccc21	0.7	-1	3	-1	-5	1	3	-4	-3	2
COc1cc2[nH]c(=S)n(N(C(C)=O)C(C)=O)c(=O)c2cc1OC	1.4	0	-4	3	4	0	-6	-7	3	3
O=C(/C=C/c1ccccc1)OCC(=O)N1CCCC1	-1.1	-2	5	-2	-3	-1	-3	3	1	-15
COc1ccc(OCc2cc(C(=O)N3CCCCCCC3)no2)c(Cl)c1	0.5	-1	-2	-3	-3	-1	1	1	-13	0
Cc1cc(-c2ccccc2)c2nncn2n1	-1.7	0	-4	-1	-2	0	-4	1	4	10
O=C(COc1ccc(Cl)cc1Cl)NNC(=S)NCc1ccco1	-1.3	9	3	-2	17	-4	-1	-5	-18	-12
O=C(COC(=O)c1ccc2c(c1Cl)C(=O)c1ccccc1C2=O)NC1CC1	-1.2	1	-2	-10	12	-9	-8	-2	11	24
CC(C)NCCOCCOc1ccc(Cl)cc1Br	1.2	-2	-6	-1	1	-6	-3	9	5	7
Cc1ccc(C)c(C(=O)OCC(=O)Nc2ccc(N3CCOCC3)cc2)c1	1.9	0	-1	6	0	0	1	-6	-1	-7
COCCNC(=S)N1CCN(c2nc(-c3ccc(F)cc3)cs2)CC1	-3.9	-2	0	0	-1	-3	-5	3	6	-7
O=C(Nc1ccc2nsnc2c1)N1CCCCC1	-0.8	1	2	-3	3	-6	4	3	5	-2
COc1ccc(Br)cc1CN(C)CC(=O)NCCc1ccc(S(N)(=O)=O)cc1	-1.0	4	2	-1	4	-3	-7	2	-4	5
COc1ccc(OC)c(CNC(=O)CCc2cn(C)c3ccccc23)c1	-1.7	5	-4	3	-5	-2	4	-4	-7	-4
CCOc1ccccc1NC=C1C(=O)OC2(CCCCC2)OC1=O	-1.5	1	2	-1	-1	-1	6	13	-2	11
COC(=O)c1ccc(NC(=S)N2CCN(Cc3ccccc3Cl)CC2)cc1	-1.4	5	76*	1	-1	0	-3	1	-16	3
Cc1c(Cl)cccc1NC(=O)CN(C1CCCCC1)S(C)(=O)=O	0.8	-2	5	-1	-1	1	-4	-17	5	-8
S=C(NCCCN1CCOCC1)Nc1ccc(Cl)cc1Cl	-0.9	-1	0	-3	-4	-1	7	3	-2	2
CCCc1ccc2oc(C(=O)N3CCN(C4CCS(=O)(=O)C4)CC3)c(C)c2c1 (configuration not stated)	1.3	1	5	-4	-3	-2	-1	-2	6	-10
Cc1cc(NC(=O)CSc2nnc(-c3ccc(Br)o3)n2Cc2ccccc2)no1	0.3	9	0	3	1	6	5	1	-27	1
COc1ccc(C(=O)NCC(c2ccccc2)c2ccccc2)cc1S(=O)(=O)N1CCOCC1	-1.2	-4	3	1	6	0	7	-3	-12	3
O=C(OCC(O)CO)c1ccccc1Nc1ccnc2cc(Cl)ccc12 (configuration not stated)	-0.9	5	-1	-3	1	0	3&0	1	-14	-10
O=C(NCC(=O)N(c1ccccc1)C(C(=O)NC1CCCC1)c1ccncc1)c1ccco1 (configuration not stated)	-2.0	2	1	1	-2	-2	3	1	-8	1
Cc1ccc(SCCC(=O)Nc2ccc(OCc3ccccc3)cc2)cc1	9.2*	-4	1	1	5	-7	3	-2	-7	8
CCN(CC)CCCNC(=O)c1cn(C)c2ccc(S(=O)(=O)N(C)C3CCCCC3)cc2c1=O	-1.4	-3	6	4	3	2	-2	-6	-5	-7
COc1ccc(/C=C(\NC(=O)c2ccccc2)C(=O)NCC2CCCO2)cc1 (configuration not stated)	-3.1	1	-2	-1	-1	-1	-3	1	5	2
Cc1ccccc1NC(=O)COC(=O)/C=C/c1cccc(C(F)(F)F)c1	-2.8	4	-6	5	6	7	0	-1	-2	-11
CCOC(=O)c1[nH]cnc1C(=O)N1CCN(C(=O)OC(C)(C)C)CC1	-1.2	-1	4	2	1	2	-2	1	8	0
Cn1cnc([N+](=O)[O-])c1Sc1nnc(-c2cccnc2)n1C	1.4	-3	-2	-4	-3	3	-5	3	3	0
CC1(C(=O)NC2CCCCCCC2)CC1(Cl)Cl (configuration not stated)	-1.5	6	2	2	-1	1	2	-1	-3	2
COC(=O)c1ccc(NC(=O)Cc2ccc(C)cc2)cc1	0.3	-1	-2	2	1	0	-1	-3	2	-1
CCc1ccc(-c2nc(SCC(=O)c3c(N)n(C)c(=O)n(C)c3=O)n[nH]2)cc1	1.0	-4	-1	4	3	2	-25	0	3	0

# Just TCR CD3 inh, rCAG RNA binder and MBD2 DNA inh, for 3 of the compounds above:
compound | TCR CD3 inh | rCAG RNA binder | MBD2 DNA inh
Cc1ccccc1NC(=O)COC(=O)/C=C/c1cccc(C(F)(F)F)c1 | -1 | 6 | 7
Cn1cnc([N+](=O)[O-])c1Sc1nnc(-c2cccnc2)n1C | 3 | -3 | 3
COc1ccc(/C=C(\NC(=O)c2ccccc2)C(=O)NCC2CCCO2)cc1 (configuration not stated) | 1 | -1 | -1

# More entries follow:
SMILES	PG9 binder	PRMT1 inh	LEDGF integ inh	UHRF1 binding	rCAG RNA binder	MBD2 DNA inh	Rev-erbA mod	TCR CD3 inh	HTRA1 inhibitor	ABHD4 inh
COc1cc(Cl)c(NC2=CC(=O)C(=O)c3ccccc32)c(OC)c1	-20	0	5	-6	6	-11	-4	3	10	10
COC(=O)Cc1ccc(NC(=S)N2CCCCC2C)cc1 (configuration not stated)	-0.4	-4	7	1	-2	-1	0	3	2	-10
CC(/C=N/Nc1nc(C)cc(C)n1)=C\c1ccc(C(C)C)cc1	-0.1	3	-2	5	2	-2	-2	-7	-3	-7
COc1cc2cc(C(=O)N/N=C/c3ccccc3Cl)[nH]c2cc1OC	1.6	-3	0	-4	2	-10	6	2	10	16
Cc1ccc(-c2cn(S(=O)(=O)c3cccc4nsnc34)nc2N)cc1	0.5	-4	0	-5	11	1	-5	2	-16	-1
COc1ccc(NC(=O)C2CCCCN2N)cc1OCC(C)C (configuration not stated)	-0.8	0	-2	1	-2	-4	1	-2	-7	8
Cc1cc(=O)n(CCCc2ccccc2)[nH]1	-1.1	4	1	-6	-2	-5	-3	-1	-6	9
COc1cc(CCC(=O)OCC(=O)NCC2CCCCC2)cc(OC)c1OC	-1.3	-9	1	0	-11	-2	16*	2	0	-6
O=C(Cn1cc([N+](=O)[O-])cn1)Nc1cccnc1	-1.3	-4	1	1	2	0	2	-4	1	0
O=C(CC(c1cccs1)S(=O)(=O)c1ccccc1)c1ccc(F)cc1 (configuration not stated)	-3.2	-2	-1	-4	-3	1	-3	7	6	5
COc1ccc(OC)c(NC(=O)CSc2nnc3ccc(-c4ccncc4)nn23)c1	0.5	-1	-2	-3	1	-4	0	9	3	-1
COc1ccc(N2CCN(C(=O)CSc3nnc4ncccn34)CC2)cc1	-1.3	1	-2	2	-4	0	-5	-4	-2	5
CCOc1ccc(S(=O)(=O)NC2CC2)cc1	-0.2	-3	1	-2	1	-8	3	7	4	-8
Cc1ccc(OCC(=O)Nc2cc(-c3nn4c(C)nnc4s3)ccc2C)cc1	-0.5	1	0	3	3	3	-9	-10	-3	-1
O=C(Nc1ccccc1[N+](=O)[O-])C1(c2ccccc2)CCOCC1	-0.9	-1	1	-3	-5	2	0	4	4	5
Cc1cc(CNC(=O)COC(=O)Cn2[nH]c(=O)c3ccccc3c2=O)cc(C)c1O	0.6	2	-2	0	-2	5	-8	-1	-6	5
O=C(CCN1CCC(c2ccccc2)C1)c1cccs1 (configuration not stated)	2.1	-2	0	1	-1	4	-5	-4	-2	8
O=C(NCCCOc1ccc([N+](=O)[O-])cc1Cl)OCc1ccccc1	-2.1	1	2	1	0	0	6	-7	-21	-10
CCNC1(C(N)=O)CCN(Cc2ccccc2)CC1	0.8	3	-3	-1	-1	5	8	-1	2	5
Cc1ccc(S(=O)(=O)Nc2ccc(-c3nnc(SCc4ccccc4Cl)o3)cc2)cc1	-0.2	-3	0	1	29	-2	-3	-3	-95	-1
COC(=O)[C@]12C[C@H](CC(=O)NCc3ccccc3)C(=O)N(Cc3ccccc3)C1=C[C@H](C(C)(C)C)O[C@@H]2C	1.1	2	-5	-1	1	-6	-10	12	·	-1
CN(C)S(=O)(=O)c1ccc(C(=O)NCc2nnc(SCC(=O)c3ccccc3)o2)cc1	-1.4	-2	0	1	1	-3	-1	-3	0	4
COC(=O)c1ccccc1S(=O)(=O)N1CCC(C(=O)Nc2ccccc2N2CCOCC2)CC1	-3.4	-2	2	1	0	2	1	-5	8	-3
COc1cc(-c2nc3n(n2)C(c2ccncc2)C2=C(CCCC2=O)N3)cc(OC)c1OC (configuration not stated)	-1.4	-8	0	-1	-8	5	-9	1	3	2
CCC(=O)Nc1cccc(NC(=O)c2ccc(C)cc2Cl)c1	-0.7	0	6	0	-2	1	0	6	-2	3
COC(C(=O)Nc1ccnn1C1CCN(Cc2ccc(C)s2)CC1)c1ccccc1 (configuration not stated)	-1.9	2	-8	2	-10	1	-6	-1	-2	-2
Cc1cc(NS(=O)(=O)c2ccc(NC(=S)NC(=O)c3ccc(F)cc3)cc2)no1	-1.2	-2	0	-2	28	1	0	1	-3	-8
Cc1ccc(C(=O)OCC(=O)N(CC(C)C)c2c(N)n(Cc3ccccc3)c(=O)[nH]c2=O)s1	-3.6	-4	1	-2	0	-4	-6	10	-11	-10
CCOC(=O)/C=C/c1cccc(OC)c1O	0.7	1	-1	-1	0	-1	-1	1	·	-1
NS(=O)(=O)c1ccc(CCNC(=O)c2ccc(Cl)c(S(=O)(=O)N3CCCCC3)c2)cc1	-0.7	-3	0	0	15	0	0	4	-13	-3
O=C(O)C1CC=CCC1C(=O)Nc1ccc2c(c1)OCCO2 (configuration not stated)	0.7	-1	-4	-2	3	-1	-5	-3	13	6
CCCCCC(=O)N1C[C@H](n2cc(C3CC3)nn2)[C@@H](O)C[C@@H]1c1ccc(C)cc1	-0.7	1	0	0	3	-1	-2	3	2	1
O=C(/C=C/NNC(=O)c1ccccc1)c1ccc(Br)cc1	-1.6	2	-2	-2	14	1	-5	-1	18	-9
CC(=O)Nc1ccc(/C=N/N2C(C)CCCC2C)cc1 (configuration not stated)	-0.6	-1	-1	-2	0	1	-1	1	6	-1
